TAG inh: inhibitors of triacylglycerol accumulation. H9c2 cells, Nile Red lipid (TAG) fluorescence; cells loaded with 200 µM oleic acid. inhibition, % at 12.5 µM. 230,000 compounds, 0.66% hits. AID 651582;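 active means pattern-corrected inhibition of lipid staining of at least 50% with the nuclear-stain viability signal not falling by more than 50%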;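 further: 0% = DMSO wells and 100% = triacsin C control wells; some results filed as inactive read as strong as hits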
TAG inh DAPI viability: recorded beside TAG inh, whose call it bears; DAPI nuclei signal change (viability), lower = more cytotoxic, %;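 whole-well DAPI fluorescence read on a plate reader as a viability signal; minus 50 percent equals half of cells still viable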
* hit, by the source's call.

SMILES | TAG inh | TAG inh DAPI viability
Cc1ccccc1OCc1n[nH]c(=S)n1-c1cccc(Cl)c1 | 14 | -6
Cc1cc(NC(=O)C(C)SCC(=O)Nc2ccccc2N2CCCCC2)no1 (stereo not given) | 12 | 5
COc1ccc(OC)c(C2=NOC(C(=O)Nc3ccccc3SC)C2)c1 (stereo not given) | -11 | 26
COc1cc(-c2noc(C)c2C(=O)N[C@@H](CO)Cc2ccccc2)cc(OC)c1OC | -1 | 1
Cc1ccc2c(c1)cc1c(=O)[nH]ncn12 | -4 | 8
CCOc1ccc(NC2=NC(C(=O)NCc3ccccc3)CC(=O)N2)cc1 (stereo not given) | 5 | 10
CCOC(=O)c1c(NC(=O)COC(=O)CCOc2cc(C)ccc2C)sc(C(=O)N(C)C)c1C | 7 | -1
COc1ccccc1NS(=O)(=O)c1cc(C(=O)NCc2ccncc2)ccc1C | 0 | 6
Cc1scc(C(=O)N/N=C/c2ccco2)c1C | 0 | -10
CC1=Nc2ccccc2/C1=C/c1sc(=S)n(-c2cccc(C(=O)O)c2)c1O | -4 | -2
CCOCC(=O)Nc1ccccc1C(=O)O | -8 | 4
Cc1cc(C(=O)Nc2c(C)nn(Cc3ccc(Cl)cc3)c2C)no1 | -4 | -1
C=CCn1c(-c2ccc(S(=O)(=O)N3CCOCC3)cc2)csc1=Nc1ccccc1 | -21 | 1
O=C(CN1CCN(C(=O)c2cncn2-c2ccccc2)CC1)Nc1ccccc1Cl | -3 | -7
O=C(N/N=C/c1cc(Br)c(Br)o1)C(O)c1ccccc1 (stereo not given) | 5 | 10
CC(C)(C)NC(=O)CCCSc1nc2ccccc2s1 | -6 | 7
CCC(C)(C)n1nnnc1C(c1ccc(C)cc1)N1CCN(Cc2ccc3c(c2)OCO3)CC1 (stereo not given) | -44 | -6
O=C1c2c(O)cc(O)cc2O[C@H](c2ccc(O)c(O)c2)[C@H]1O | -4 | 6
Cc1cc(NC(=O)COc2coc(CN3CCN(c4ccc(F)cc4)CC3)cc2=O)no1 | 11 | -2
CCC1=C(NCc2ccccc2)COC1=O | 18 | -9
O=C(CCC(=O)Nc1ccccc1)N/N=C/c1ccc2c(c1)OCO2 | -5 | -1
O=C(COC(=O)c1ccc(O)cc1)NCCCc1ccccc1 | -11 | -6
CCCS(=O)(=O)NC(=O)C1(C)CCCN(C(=O)COc2ccccc2)C1 (stereo not given) | -10 | -4
CCC(CC)C(=O)Nc1c2c(nn1-c1ccc(OC)cc1)CS(=O)C2 (stereo not given) | -6 | 8
COc1ccc(C)cc1NC(=O)c1cc(C2CC2)nc2c1c(C)nn2C1CCS(=O)(=O)C1 (stereo not given) | 9 | -5
Cc1ccc(CN2C(=O)C(F)(F)Oc3ccc(C)cc32)cc1 | 4 | 4
COc1cc(C(O)c2nc(-c3cc(F)cc(F)c3)cs2)ccc1F (stereo not given) | -20 | 2
Cc1ccc2c(c1)cc(CN(Cc1cccnc1)C(=O)NCc1ccccc1)c1nnnn12 | -13 | -3
Cc1ccc(OC(=O)c2ccc(Br)o2)cc1 | -8 | 2
COc1cc(CCC(=O)OCC(=O)NCc2ccccc2)cc(OC)c1OC | 13 | -11
CC(C)(C)c1cccc(Cn2nnc3ccccc32)c1O | -10 | 0
COc1cccc2cc(C(=O)NCc3ccccc3Br)c(=O)oc12 | 2 | 0
Cc1ccc(OCCC(=O)OCC(=O)N2CCN(S(=O)(=O)c3ccc(Cl)cc3)CC2)cc1 | -5 | -2
CN(C)NC(=S)NC1CC2CCC1C2 (stereo not given) | -4 | 0
Cc1onc(-c2ccccc2)c1C(=O)OCC(=O)Nc1cc(S(=O)(=O)N2CCOCC2)ccc1Cl | -6 | 1
COc1ccc(N/C=C\C(=O)c2ccc(Br)cc2)cc1OC | 4 | -6
CN(CC(=O)Nc1cc(C(F)(F)F)ccc1-n1cncn1)Cc1nc2ccccc2c(=O)[nH]1 | 5 | -13
CCO[C@@H]1OC(C(=O)Nc2ccccc2)=C[C@H](C2CC2)[C@H]1CCCO | 9 | 9
COc1ccc(CC(=O)O/N=C(\N)c2ccncc2)cc1OC | 1 | 2
Cc1nc(C(=O)NC2CCOCC2)sc1C1(C)CC(c2ccccc2)=NO1 (stereo not given) | 18 | -6
CC1=Nc2ccccc2N=C(NC(=O)CN2CCN(c3ccc(F)cc3)CC2)C1c1ccccc1 (stereo not given) | -14 | -4
N#Cc1ncn(C2OC(CO)C(O)C2O)c1N (stereo not given) | -1 | -2
NC(=O)c1ccsc1NC(=O)CS(=O)(=O)c1ccccc1 | 3 | -1
COc1ccc(CC(N)c2csc(NC(=O)Nc3ccccc3C(C)(C)C)n2)cc1 (stereo not given) | 40 | -26
O=C1O/C(=C\C(=O)N2CCOCC2)c2ccccc21 | 0 | 5
Cc1ccccc1-c1cc2nc(-c3ccc([N+](=O)[O-])cc3)cc(=O)n2[nH]1 | -2 | -8
Cc1ccc(-n2c(SCc3cn4ccsc4n3)nc3ccccc3c2=O)cc1 | 11 | 1
Cc1ccc(-c2nnn(CC(=O)N(c3ccccc3)C(C(=O)NCC3CCCO3)c3ccc(F)cc3)n2)o1 (stereo not given) | 1 | -2
Cc1c(NC(=O)C2CC=CCC2C(=O)O)c(=O)n(-c2ccccc2)n1C (stereo not given) | -20 | 3
Cc1cc(NC(=O)COC(=O)CSc2nc3cc(Cl)ccc3n2Cc2ccccc2)no1 | -8 | -9
COCCn1c(Cc2ccccc2)nnc1SC(C)C(=O)NC1CC1 (stereo not given) | 8 | -5
CC(=O)c1cccc(-c2ccnc3c2CC(C(=O)N2CCN(C)CC2)O3)c1 (stereo not given) | 19 | -4
COc1ccc(CCN2C(=O)NC(NS(=O)(=O)c3ccc(N)cc3)(C(F)(F)F)C2=O)cc1OC (stereo not given) | -6 | -3
CC(C)(C)SCCNC(=O)/C=C/c1ccc([N+](=O)[O-])cc1 | -15 | 0
Cc1cccc(C)c1NC(=O)CSc1nnc(-c2ccoc2C)n1C | 23 | -10
COc1ccc(S(=O)(=O)N2CCC(C(=O)N[C@@H](C)C(=O)NCc3ccccn3)CC2)cc1 | -28 | 11
CCOC(=O)c1ccc(NC(=O)CCS(=O)(=O)c2ccc(Br)s2)cc1 | 12 | -2
CCOc1ccc(NC(=O)CC2C(=O)N(c3ccccc3)C(=O)N2Cc2ccco2)cc1 (stereo not given) | 26 | -29
CCOc1ccc(CN2CCNC(=O)C2CC(=O)NC2CCCCCC2)cc1 (stereo not given) | 4 | 9
CCc1ccccc1NC(=O)Cn1nnc(C(=O)NCc2cccs2)c1N | 11 | -10

Other entries.
SMILES | TAG inh | TAG inh DAPI viability
Cc1cc(C)c(NC(=O)CN2CCN(C)CC2)c(C)c1 | -9 | -2
COc1cc(/C=N/NC(=O)c2ccccc2)ccc1OS(=O)(=O)c1ccccc1 | -2 | -12
O=C(COC(=O)CCSc1ccccc1Cl)NCc1ccco1 | 2 | -6
CCC(=O)N(CCc1ccccc1)Cc1cc2cc(C)ccc2[nH]c1=O | -4 | 1
O=c1[nH]snc1N1CCOCC1 | -8 | 6
Cn1nc(-c2ccc(N3CCN(CCO)CC3)c([N+](=O)[O-])c2)c2ccccc2c1=O | -6 | 9
CCc1ccc(CN2CCC(n3nccc3NC(=O)c3cccc(F)c3)CC2)cc1 | 17 | -8
Cc1ccc(NC(=O)c2ccc(Cl)c(S(=O)(=O)NCC3CCCO3)c2)c(O)c1 (stereo not given) | -11 | -6
C=CCNC(=O)c1c(CS(=O)(=O)c2ccccc2)noc1C(=O)NCc1ccccc1 | -7 | -4
Cc1c(C)n2c(SCC(=O)N3CCCC3)nnc2[nH]c1=O | 3 | 5
CCOC(=O)c1cc(S(=O)(=O)N2CCN(Cc3ccccc3)CC2)cn1C | -10 | 0
O=C(Nc1nnc(CCN2CCCCC2)s1)C1CCCCC1 | -17 | 18
CNC(=O)C(C)Sc1ccc(S(=O)(=O)N2CCOCC2)cn1 (stereo not given) | -1 | 4
Cc1cc2c(cc1S(=O)(=O)CCC(=O)NCc1ccccc1)OCC(=O)N2 | -2 | 2
COCc1cc(N2CCOCC2)nc(SCc2ccc(Cl)cc2)n1 | 3 | -5
COc1cccc(C(=O)Nn2c(-c3cccs3)nc3ccccc3c2=O)c1OC | -1 | -6
Cc1ccc2c(c1)c1c3n2CCN(C(=O)C2CC2)C3CCC1 (stereo not given) | -8 | 0
CS(=O)(=O)NCCSc1cc(C(F)(F)F)nc2ccccc12 | 1 | 2
COc1ccccc1NS(=O)(=O)c1ccc(/C=C/C(=O)N2CCN(C(C)=O)CC2)cc1 | 26 | 9
CC(C)(C)C1=C(C#N)C(c2cc3c(cc2Br)OCO3)C(C#N)=C(N)O1 (stereo not given) | 14 | -3
CCN(C[C@H]1N[C@@](CC)(C(=O)OC)[C@H]2C(=O)N(C)C(=O)[C@@H]12)C(=O)Nc1ccc(Cl)cc1 | 2 | 0
Cc1c(N)cccc1-n1cccc1 | 9 | -3
O=S(=O)(/N=C(/Nc1ccccc1)c1ccccc1O)c1ccccc1 | -8 | 8
CC1=C[C@@H](C)[C@@H](c2ccccc2)OC1=O | -1 | -9

Another view of some results above:
Order of values – TAG inh, TAG inh DAPI viability
Cc1cc(NC(=O)COc2coc(CN3CCN(c4ccc(F)cc4)CC3)cc2=O)no1
→ 11, -2
CCC1=C(NCc2ccccc2)COC1=O
→ 18, -9
O=C(CCC(=O)Nc1ccccc1)N/N=C/c1ccc2c(c1)OCO2
→ -5, -1
O=C(COC(=O)c1ccc(O)cc1)NCCCc1ccccc1
→ -11, -6
CCCS(=O)(=O)NC(=O)C1(C)CCCN(C(=O)COc2ccccc2)C1 (stereo not given)
→ -10, -4
CCC(CC)C(=O)Nc1c2c(nn1-c1ccc(OC)cc1)CS(=O)C2 (stereo not given)
→ -6, 8
COc1ccc(C)cc1NC(=O)c1cc(C2CC2)nc2c1c(C)nn2C1CCS(=O)(=O)C1 (stereo not given)
→ 9, -5
Cc1ccc(CN2C(=O)C(F)(F)Oc3ccc(C)cc32)cc1
→ 4, 4
COc1cc(C(O)c2nc(-c3cc(F)cc(F)c3)cs2)ccc1F (stereo not given)
→ -20, 2
Cc1ccc2c(c1)cc(CN(Cc1cccnc1)C(=O)NCc1ccccc1)c1nnnn12
→ -13, -3
Cc1ccc(OC(=O)c2ccc(Br)o2)cc1
→ -8, 2
COc1cc(CCC(=O)OCC(=O)NCc2ccccc2)cc(OC)c1OC
→ 13, -11
CC(C)(C)c1cccc(Cn2nnc3ccccc32)c1O
→ -10, 0
COc1cccc2cc(C(=O)NCc3ccccc3Br)c(=O)oc12
→ 2, 0
Cc1ccc(OCCC(=O)OCC(=O)N2CCN(S(=O)(=O)c3ccc(Cl)cc3)CC2)cc1
→ -5, -2
CN(C)NC(=S)NC1CC2CCC1C2 (stereo not given)
→ -4, 0
Cc1onc(-c2ccccc2)c1C(=O)OCC(=O)Nc1cc(S(=O)(=O)N2CCOCC2)ccc1Cl
→ -6, 1
COc1ccc(N/C=C\C(=O)c2ccc(Br)cc2)cc1OC
→ 4, -6

Later entries.
SMILES | TAG inh | TAG inh DAPI viability
Cc1ccc(NC(=O)c2ccc3c(=O)n4c(nc3c2)CCC4)cc1F | 8 | 3
COC(=O)CCNC(=O)c1ccc2[nH]c(C)c(C)c2c1 | -4 | -2
COc1cccc(CN2CCC(C(=O)Nc3ccc(Oc4cccnc4)cc3)CC2)c1 | 1 | 8
O=C(NCC1CC1)C1(S(=O)(=O)c2ccccc2)CC=CC1 | -3 | 4
COCCNC(=O)c1sc2nc(-c3ccccc3)cn2c1C | 27 | -4
CCCOc1ccc(/C(O)=C2/C(=O)C(=O)N(CCCn3ccnc3)C2c2cccnc2)cc1 (stereo not given) | 1 | 2
COc1cccc(-c2nnc(SCC(=O)N3CCOCC3)o2)c1 | -10 | -3
CC1(C(=O)O)C=CC2(CCCCC2)N1C(=O)c1ccccc1 (stereo not given) | 9 | 2
NC(Cc1ccccc1)c1csc(NC(=O)Nc2ccccc2Oc2ccccc2)n1 (stereo not given) | 125 | -81
CN(N)C(=S)Nc1ccc(F)cc1 | 1 | 5
O=C(NC(=O)c1cnccc1C(F)(F)F)Nc1ccccc1 | -4 | 4
COc1cc(Nc2cc(C)nc3ncnn23)cc(OC)c1 | 7 | -17
Cc1ccc(NC(=O)c2cc(N3C(=O)CCC3=O)ccc2N2CCCCC2)cc1 | 11 | -7
COc1ccc(CCCC(=O)Nc2ccccc2F)cc1 | -2 | -3
CCCCc1ccc(-c2ccc(Br)cc2O)nc1 | -17 | -11
N#Cc1nc(-c2ccc(F)cc2)oc1NCc1cccc2c1OCO2 | -4 | -1
O=C(C1CCC(C(=O)N2CCCCC2)CC1)N1CCCCC1 (stereo not given) | -10 | -4
CC1CC(C)CN(c2nc3c(c(=O)[nH]c(=O)n3C)n2CCCSc2nc3ccccc3s2)C1 (stereo not given) | 4 | -6
CCOc1ccc(CN2CCN(Cc3cccn3-c3ncccn3)CC2CCO)cc1 (stereo not given) | -2 | 3
Cc1cccnc1NC1CCCCC1 | 1 | 1
CCOC(=O)c1c(C)c2c(n1C)CCC/C2=N\O | -18 | 13
NC(=O)c1ccccc1NS(=O)(=O)c1ccc(F)cc1 | -13 | 5
N#CC(C(=O)OC1CCCCC1)c1nc2ccccc2nc1N1CCOCC1 (stereo not given) | 22 | 9
O=C(c1ccco1)N1CCN(C(=O)C2CC(c3ccc(Cl)cc3)=NO2)CC1 (stereo not given) | -10 | 3
COc1ccc2c(c1)[C@H]1[C@H](CO2)[C@H](c2ccccc2)[C@]2(C)C(=O)Nc3ccc(C)cc3C(=O)N12 | 24 | -8
CCCCN(C(=O)/C=C/c1ccco1)c1c(N)n(CC(C)C)c(=O)[nH]c1=O | 5 | 0
O=C(O/N=C1\CCCc2ccccc21)C1CC1 | 4 | -6
O=[N+]([O-])c1cc2c(cc1/C=N/n1cnnc1)OCO2 | 4 | 5
COc1ccc(-c2noc(CN(C(=O)c3ccc(OC(C)=O)cc3)C(C)C)n2)cc1OC | 7 | -3
CC(NC(=O)COC(=O)C1CCC1)c1ccccc1 (stereo not given) | -5 | -1
COc1ccc(-n2c(O)c(C=Nc3ccccc3)c3ccccc3c2=O)cc1 | 0 | -3
O=S1(=O)CCN(C2CC2)CC1 | 4 | -3

From PubChem

The list is partial; the hit share may differ from the screen's.
